High-throughput results: PubChem BioAssay, National Center for Advancing Translational Sciences (NCATS)
IMPase inh: membrane-permeable compound that blocks inositol monophosphatase. P97697. CHO-M1 cells, IP1 accumulation, HTRF TR-FRET ratio. inhibition (IP1 accumulation), % at 46.1 µM. 120,000 tested, under 10 active. AID 901; active = well fitted curve in the direction sought with a large enough effect in the signal ratio, not every such curve was filed as active; inconclusive = small, poorly fitted or top-dose-only effect, or a change in a side signal; inactive = no such curve, though single readings can be large or run the other way; the % refers to the signal ratio;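 also: cells stimulated with carbachol in lithium chloride buffer; plate controls were DMSO basal wells for no effect and reference inhibitor wells for full effect; higher means more IMPase inhibition seen as more IP1 and lower FRET ratio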
Target sequence (P97697 whole entry, looked up): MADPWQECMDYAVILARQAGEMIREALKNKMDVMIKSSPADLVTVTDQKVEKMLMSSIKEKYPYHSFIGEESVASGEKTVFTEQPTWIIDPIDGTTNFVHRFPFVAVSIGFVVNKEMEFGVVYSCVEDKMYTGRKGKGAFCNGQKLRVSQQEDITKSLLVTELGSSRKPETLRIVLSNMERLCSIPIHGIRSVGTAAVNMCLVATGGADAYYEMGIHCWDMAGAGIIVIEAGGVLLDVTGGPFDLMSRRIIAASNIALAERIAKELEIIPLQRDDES
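CHO-M1, 2000 cells/well, cultured 16–30 h; cpd up to 46 uM; carbachol (50 uM solution, stimulation buffer w/ 50 mM LiCl, pH 7.4), 30 min 37C; IP-One TR-FRET, 10 min RT; Ex 320/Em 665, 620; Hill-fit AC50.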
ALOX12 inhib: 12-hLO (ALOX12) enzyme inhibition; 150,000 tested, 0.12% active; P18054; purified 12-hLO, xylenol orange hydroperoxide absorbance; Potency, µM (highest dose often 57.1 µM), without a hit: top-dose activity change, negative = inhibition, actives largely listed as inhibitors; also: potency is read from the fitted curve at half-maximal effect; nearly all actives have a fitted effect of over 55% in size; many of its hits are not listed in these tables
Target sequence (P18054 whole entry, looked up): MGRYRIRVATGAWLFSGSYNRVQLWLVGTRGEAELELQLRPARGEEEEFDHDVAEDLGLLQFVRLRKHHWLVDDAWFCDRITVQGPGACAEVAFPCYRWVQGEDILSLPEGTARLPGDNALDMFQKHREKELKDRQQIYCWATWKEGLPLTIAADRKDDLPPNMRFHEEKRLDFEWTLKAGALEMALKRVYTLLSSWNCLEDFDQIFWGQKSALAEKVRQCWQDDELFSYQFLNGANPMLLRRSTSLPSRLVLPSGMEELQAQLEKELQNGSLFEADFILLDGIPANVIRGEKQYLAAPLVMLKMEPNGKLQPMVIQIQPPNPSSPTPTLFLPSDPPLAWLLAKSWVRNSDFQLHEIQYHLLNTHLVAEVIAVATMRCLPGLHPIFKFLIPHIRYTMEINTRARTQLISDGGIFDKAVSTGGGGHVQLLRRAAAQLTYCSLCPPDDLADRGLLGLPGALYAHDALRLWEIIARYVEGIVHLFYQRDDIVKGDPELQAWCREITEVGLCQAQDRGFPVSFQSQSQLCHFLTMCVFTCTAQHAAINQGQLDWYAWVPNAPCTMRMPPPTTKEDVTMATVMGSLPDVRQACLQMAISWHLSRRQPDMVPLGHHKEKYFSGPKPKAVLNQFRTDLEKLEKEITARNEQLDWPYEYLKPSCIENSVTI
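Xylenol orange chromogenic assay: hydroperoxide from 12hLO oxidises Fe(II), giving red-shifted Fe(III)-XO absorbance. Conditions: 150 nM enzyme, 40 uM arachidonic acid, 25 mM Hepes pH 7.0, 0.01% Triton X-100, 30 min, room temperature.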
ALOX15B inhib: blocks human 15-lipoxygenase 2 activity; AID 881; purified 15hLO-2, xylenol orange hydroperoxide absorbance; O15296; 110,000 tested, 0.56% active; Potency, µM (doses to about 57.1 µM), inactives show at the highest dose activity change, negative = inhibition, usual class: inhibitors; also: potency is read from the fitted curve at half-maximal effect; nearly all actives have a fitted effect of over 60% in size; many of its hits are not listed in these tables
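Purified human 15hLO-2 (50 nM final) preincubated with compounds 15 min at room temperature in 25 mM Hepes pH 7.5, 0.01% Triton X-100, then 45 uM arachidonic acid added for 90 min; hydroperoxide detected via ferrous/xylenol orange, 573/405 nm absorbance ratio.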
PNC inhibitor: blocks assembly of the perinucleolar compartment; PC3M PTB-GFP, PNC prevalence imaging, 16 h; stronger effect = lower value; activity change (PNC), negative = inhibition, % at 10 µM; 140,000 tested, 3.1% active; AID 2417;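 active = readout at or below -70, meaning at least 70% loss of cells showing the perinucleolar compartment, a nuclear body marking cancer cells; inconclusive = readout between -30 and a set limit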;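 also: plate controls were DMSO wells for no effect and camptothecin positive control wells for full effect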
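Compounds are pinned in duplicate onto adhered PC3M cells stably expressing GFP-tagged PTB and incubated 16 h at 37 C. Cells are then fixed, nuclei stained with Hoechst, and PNC-positive cells counted.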
Numbers without * were called inactive; u = inconclusive; x = not tested or not shown; [ ] = remark or other dose. Unless noted, calls follow the shape of the dose curve; as a rule, active = well fitted curve in the direction sought with a large enough effect; inconclusive = small, poorly fitted or top-dose-only effect, or another doubt; inactive = no such curve, though single readings can be large; an effect the other way counts as inactive or inconclusive. Unless noted, % is scaled to controls: 0 for no effect and ±100 for the full control effect. No enrichment for hits; any-hit rate near 3.1%.

Screens by letter – A = IMPase inh; B = ALOX12 inhib; C = ALOX15B inhib; D = PNC inhibitor
structure: O=C1OCCN1C(=O)[C@H]1[C@H](c2ccc([N+](=O)[O-])cc2)C(c2cccc(Cl)c2)=NN1c1ccc(Br)cc1
  A: x; B: -11%[0.00818 µM]; C: -18%[0.0915 µM]; D: x
structure: COc1ccc(OCCCN2CCCCCC2)cc1
  A: 7; B: -6%; C: 3%; D: 6
structure: O=C(Nn1c(SCc2cccc([N+](=O)[O-])c2)nc2ccccc2c1=O)c1ccccc1
  A: x; B: -3%; C: x; D: u
structure: CCc1ccc(C(=O)NN(C(=O)c2ccc(CC)cc2)C(C)(C)C)cc1
  A: x; B: 0%; C: x; D: 32
structure: O=C(c1ccc(N2CCCC2=O)cc1)N1CCOCC1
  A: -3; B: -2%; C: -3%; D: -85*
structure: O=C1N(c2ccc(Cl)cc2)C(c2ccc(Cl)cc2)N2CCCN12 (stereo unspecified)
  A: 1; B: -3%; C: x; D: -28
structure: CC(C)(C)n1nnnc1C(c1cccc(C#N)c1)N1CCCCCC1 (stereo unspecified)
  A: -9; B: 4%; C: -13%; D: 76
structure: COc1ccccc1CNC(=O)C(=O)NCC1OCCN1S(=O)(=O)c1ccc2c(c1)OCCO2 (stereo unspecified)
  A: x; B: -1%; C: x; D: 19
structure: O=c1ccn(Cc2ccccc2Cl)cc1
  A: 5; B: -5%; C: -5%; D: 3
structure: C(=C\c1nnc(-c2cccs2)o1)/c1ccccc1
  A: 7; B: 6%; C: -11%; D: 24

As entered above:
O=C1OCCN1C(=O)[C@H]1[C@H](c2ccc([N+](=O)[O-])cc2)C(c2cccc(Cl)c2)=NN1c1ccc(Br)cc1 in ALOX15B inhib: -18%[0.0915 µM]
C(=C\c1nnc(-c2cccs2)o1)/c1ccccc1 in ALOX12 inhib: 6%
O=C(Nn1c(SCc2cccc([N+](=O)[O-])c2)nc2ccccc2c1=O)c1ccccc1 in ALOX12 inhib: -3%
COc1ccccc1CNC(=O)C(=O)NCC1OCCN1S(=O)(=O)c1ccc2c(c1)OCCO2 (stereo unspecified) in ALOX12 inhib: -1%
CCc1ccc(C(=O)NN(C(=O)c2ccc(CC)cc2)C(C)(C)C)cc1 in PNC inhibitor: 32
O=c1ccn(Cc2ccccc2Cl)cc1 in ALOX12 inhib: -5%

Back to the main list; the 2 compounds before the break are reprinted first.
Screens by letter – A = IMPase inh; B = ALOX12 inhib; C = ALOX15B inhib; D = PNC inhibitor
structure: O=c1ccn(Cc2ccccc2Cl)cc1
  A: 5; B: -5%; C: -5%; D: 3
structure: C(=C\c1nnc(-c2cccs2)o1)/c1ccccc1
  A: 7; B: 6%; C: -11%; D: 24
structure: CN(CC(=O)NCc1ccccn1)S(=O)(=O)c1ccccc1
  A: -3; B: -2%; C: 17%; D: 22
structure: CC(C)NC(=O)c1ccc(Sc2ccccc2)c([N+](=O)[O-])c1
  A: 10; B: 9%; C: -4%; D: -20
structure: CC(C)CNC(=O)CC(=O)N/N=C/c1cccs1
  A: x; B: 2%; C: x; D: -6
structure: O=c1cc(CO)oc(CN2CCN(CCO)CC2)c1O
  A: -2; B: -7%; C: 5%; D: 18
structure: COc1ccc(OC)c(C(c2nnnn2CC2CCCO2)N2CCN(C)CC2)c1 (stereo unspecified)
  A: 8; B: 1%; C: 0%; D: 33
structure: O=C(Nc1cccc(F)c1)N1CC[C@@]2(CCCN(C(=O)c3ccncc3)C2)C1
  A: x; B: 2%; C: 3%; D: x
structure: O=c1c2[nH]c3ccccc3c2ncn1Cc1cccnc1
  A: 2; B: -5%; C: 7%; D: u
structure: Cc1cc(C)c(-c2c(O)c3c(n(C)c2=O)CC(C)(C)CC3=O)c(C)c1
  A: x; B: -3%; C: x; D: 8
structure: O=S1(=O)OC(c2ccc(O)cc2)(c2ccc(O)cc2)c2ccccc21
  A: x; B: 6%[11.4 µM]; C: -9%[11.4 µM]; D: x
structure: CCCCNC(=S)Nc1ccc([N+](=O)[O-])cc1
  A: x; B: 1%; C: x; D: u
structure: Cc1ccsc1/C=C1\Oc2cc(OCC(=O)c3ccccc3)ccc2C1=O
  A: x; B: -1%; C: x; D: -6
structure: COc1ccc(S(=O)(=O)N(CCc2ccccc2)CC(=O)NC(C)C)cc1
  A: -1; B: -1%; C: 3%; D: 12
structure: Cc1nc2ccc(NC(=O)NCCCO)cc2s1
  A: 8; B: -4%; C: -4%; D: u
structure: Cn1c(=O)[nH]c(=O)c2c1nc(Br)n2CCSc1nc2ccccc2o1
  A: -1; B: 3%; C: -5%; D: 29
structure: CCn1c(SCC(=O)NCc2ccc3c(c2)OCO3)nnc1-c1cccs1
  A: -1; B: -3%; C: -1%; D: u
structure: Cc1nc(-c2cccnc2)sc1C(=O)Nc1ccc(F)cc1F
  A: -2; B: -3%; C: -4%; D: 76
structure: COc1ccc(NC(=O)CN2CCN(Cc3ccc4c(c3)OCO4)CC2)cc1OC
  A: 3; B: -10%; C: -27%; D: -11
structure: O=[N+]([O-])c1cccc(-c2nc(-c3cccs3)c(-c3cccs3)[nH]2)c1
  A: 1; B: -16%; C: 5%; D: 50
structure: Cc1ccc(NC(=O)COc2ccc3oc4c(c3c2)CCCC4)nc1
  A: 2; B: 1%; C: 0%; D: 25
structure: O=C1CC(c2ccccc2)CC(O)=C1C=Nc1ccc(Cl)cc1 (stereo unspecified)
  A: x; B: 0%; C: x; D: 60
structure: CCN(CC)c1ccc(/C=C(/C#N)c2nc3ccc(C)cc3[nH]2)c(OC(C)C)c1
  A: 15; B: -4%; C: 9%; D: 47
structure: CCN(CC)C(=O)CN(c1cc(Cl)ccc1OC)S(=O)(=O)c1ccc(C)c([N+](=O)[O-])c1
  A: x; B: -8%; C: x; D: 26
structure: COc1ccc2[nH]c3c(Cl)ncnc3c2c1
  A: 9; B: -1%; C: x; D: u
structure: CCSC1=C(C#N)C(c2ccc(OC)c(OC)c2)CC(=O)N1 (stereo unspecified)
  A: 7; B: 1%; C: 2%; D: u
structure: Cc1cccc(C)c1NC(=O)Cn1c(=O)n(CCCC(=O)NCc2ccco2)c(=O)c2sccc21
  A: 1; B: -6%; C: 6%; D: -91*
structure: Cc1nn(Cc2cccc(C(=O)NCC(C)C)c2)c(C)c1Br
  A: 16; B: 3%; C: x; D: 349
structure: Cc1ccc(C(=O)C(OC(=O)CNC(=O)c2ccc(Cl)cc2)c2ccccc2)cc1 (stereo unspecified)
  A: -16; B: -4%; C: -11%; D: -5
structure: O=C(O)Cc1ccc(C(=O)c2ccccc2F)s1
  A: -6; B: 1%; C: -14%; D: 47
structure: COC(=O)CCCNC(=O)OCc1ccc([N+](=O)[O-])cc1
  A: 4; B: -1%; C: -2%; D: u
structure: COC(=O)c1ccc(C2C(C(=O)c3cc4ccccc4o3)=C(O)C(=O)N2CCCN(C)C)cc1 (stereo unspecified)
  A: -28; B: 7%; C: 3%; D: u
structure: Cn1c(Cc2ccccc2)nnc1SCC(=O)NC1CCCCC1
  A: 1; B: -1%; C: -3%; D: 7
structure: Cn1c(=O)c2c(ncn2CC(=O)OCC(=O)Nc2ccccc2Cl)n(C)c1=O
  A: -1; B: 0%; C: x; D: u
structure: CCN1CCCC1CNCc1cc(OC)c(OC)c(OC)c1 (stereo unspecified)
  A: -11; B: 1%; C: 6%; D: u
structure: N#Cc1nc(-c2ccc(OCc3ccc(Cl)cc3)cc2)oc1N1CCC(C(N)=O)CC1
  A: 6; B: -2%; C: -10%; D: u
structure: O=C1c2ccccc2S(=O)(=O)N1CC(O)Cn1ccc2ccccc21 (stereo unspecified)
  A: 0; B: -7%; C: -9%; D: 30
structure: COc1cccc(OC)c1C(=O)Nc1ccccc1N1CCCC1
  A: -8; B: -9%; C: -3%; D: u
structure: CCN1CCN(CCCCSc2ccccc2)CC1
  A: 12; B: -3%; C: x; D: -4
structure: O=C(C[n+]1cc(-c2ccc(Cl)c(Cl)c2)n2c1CCC2)OCc1ccccc1
  A: x; B: 4%; C: x; D: 16
structure: CCN1C(=O)c2c(C)nc3ccccc3c2C1=O
  A: 12; B: -1%; C: -3%; D: 14
structure: C[N+](C)(C)CC[N+]1(C)Cc2c(Cl)c(Cl)c(Cl)c(Cl)c2C1
  A: -1; B: -7%; C: 10%; D: x
structure: CCOC(=O)C(C)On1c(SC(C)C(=O)OCC)nc2ccccc2c1=O (stereo unspecified)
  A: 1; B: 1%; C: x; D: 5
structure: Cc1sc2nc(CN3CCOCC3)nc(N3CCC(C(N)=O)CC3)c2c1C
  A: 2; B: -4%; C: -2%; D: 44
structure: COc1ccc2c(c1OC)C(=O)NC(C)=C(C(=O)OC(C)(C)C)C2O (stereo unspecified)
  A: -7; B: 2%; C: -2%; D: 26
structure: COc1ccccc1NC(=O)COc1ccc(/C=N/NC(=O)CSCc2cc(C)cc(C)c2)cc1
  A: x; B: 1%; C: x; D: u
structure: CCOC(=O)c1ccc(-c2ccc(/C=N/NC(=O)CN(c3ccccc3Br)S(C)(=O)=O)o2)cc1
  A: x; B: 1%; C: x; D: u
structure: COc1cccc(C(=O)Nc2ccc(NC(=O)c3ccco3)cn2)c1
  A: 3; B: -5%; C: 12%; D: -30
structure: O=C1C2C3C=CC(C3)C2C(=O)N1c1nc2ccccc2s1 (stereo unspecified)
  A: 8; B: -8%; C: x; D: -24
structure: Cc1occc1-c1nnc(SCC(=O)N2CC(=O)Nc3ccccc32)n1CC(C)C
  A: -6; B: -3%; C: -8%; D: 9
structure: COc1ccccc1NC(=O)C1C2C=CC3(CN(Cc4cccnc4)C(=O)C13)O2 (stereo unspecified)
  A: 9; B: 8%; C: 1%; D: 30
structure: COC(=O)[C@@]1(Cc2ccccc2)[C@H]2c3cc(C(=O)N(C)C)n(Cc4nc5ccccc5[nH]4)c3C[C@H]2CN1C(=O)c1ccccc1
  A: x; B: 0%; C: 39%[activator]; D: x

Next compounds follow:
Screens by letter – A = IMPase inh; B = ALOX12 inhib; C = ALOX15B inhib; D = PNC inhibitor
structure: COc1cc(NC(=O)CN2C(=O)c3ccccc3S2(=O)=O)c(OC)cc1Cl
  A: -4; B: -22%; C: 1%; D: 21
structure: COc1cc(CNC2CCCC2)cc(OC)c1
  A: 2; B: -6%; C: 6%; D: -18
structure: COc1cc(NC(=O)c2ccccc2Cl)c(OC)cc1NC(=O)CN1CCOCC1
  A: 9; B: -3%; C: 1%; D: -90*
structure: O=C(Nc1ccc2oc(-c3ccccc3)nc2c1)c1ccco1
  A: x; B: -3%; C: x; D: 46
structure: COc1ccc(-c2ccc(=O)n(CC(=O)NCc3ccco3)n2)cc1
  A: 11; B: -5%; C: -6%; D: -9
structure: COc1ccc2c(c1)c(=O)oc1cc(OCC(=O)N3CCCC(C)C3)ccc12 (stereo unspecified)
  A: -1; B: -3%; C: -1%; D: u
structure: Cc1ccc(Sc2ccncc2S(N)(=O)=O)cc1
  A: x; B: 0%; C: x; D: -20
structure: CC(=O)Nc1ccc(NC(=O)CCCCCN2C(=O)c3ccccc3C2=O)cc1
  A: -7; B: -4%; C: 6%; D: 54
structure: CCOc1ccc(OCCOc2ncnc3ccccc23)cc1
  A: 6; B: 1%; C: 5%; D: 94
structure: Nc1cccnc1Sc1cc(Cl)c(Cl)cc1Cl
  A: 0; B: -30%; C: 3%; D: 8
structure: COc1ccc(O[C@H]2C=C[C@@H](c3ccccc3)O[C@@H]2CO/N=C/C[C@@H]2C=C[C@H](OC(C)=O)[C@@H](COC(C)=O)O2)cc1
  A: x; B: -3%; C: x; D: -4
structure: O=C(N/N=C/c1cn(-c2ccccc2)nc1-c1ccc(F)cc1)c1ccc2c(c1)OCO2
  A: -4; B: 3%; C: 2%; D: 15
structure: Cn1nnnc1NCc1c(F)cccc1Cl
  A: 2; B: 2%; C: -6%; D: -7
structure: COc1ccc(S(=O)(=O)NCc2csc(C)n2)cc1
  A: 2; B: -2%; C: 1%; D: -26
